Shn3 3UTR inh: Schnurri-3 reporter inhibition in Clone20 osteoblasts; Clone20 osteoblast Shn3 3'UTR firefly luciferase, 24 h; hit rate 0.52% among 360,000; inhibition, % at 12.5 µM;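 active = mean inhibition of at least 75% with every replicate also reaching 75%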;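 note: 0% = median of neutral control wells and 100% = pilot-screen positive control compound; some compounds past the cut are filed as inactive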
MITF TRPM1 inh: MITF TRPM1 promoter inhibition in SK-MEL-5 cells; inhibition, % at 12.5 µM; AID 488899; SK-MEL-5 TRPM1 promoter luciferase, 24 h; hit rate 0.83% among 330,000;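 active = mean inhibition across replicates of 60% or more, whatever share of single replicates reaches that level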; note: values of inactives mirror those of a sister screen read the other way
NR2E3 ag-1: human photoreceptor-specific nuclear receptor agonism. hit rate 0.35% among 360,000. AID 602229. CHO-S Gal4-NCOR/VP16-NR2E3 two-hybrid, luciferase. Q9Y5X4. inhibition of corepressor binding, % at 3.98 µM;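 active = inhibition above the mean of all tested compounds plus 3 SD, cut at about 70% in these data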;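 note: 0% = DMSO with NR2E3 transfected cells and 100% = cells lacking NR2E3 construct; higher means lower luciferase signal from less NR2E3 corepressor binding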
Target sequence (Q9Y5X4 whole entry, looked up, the tested form may be a part): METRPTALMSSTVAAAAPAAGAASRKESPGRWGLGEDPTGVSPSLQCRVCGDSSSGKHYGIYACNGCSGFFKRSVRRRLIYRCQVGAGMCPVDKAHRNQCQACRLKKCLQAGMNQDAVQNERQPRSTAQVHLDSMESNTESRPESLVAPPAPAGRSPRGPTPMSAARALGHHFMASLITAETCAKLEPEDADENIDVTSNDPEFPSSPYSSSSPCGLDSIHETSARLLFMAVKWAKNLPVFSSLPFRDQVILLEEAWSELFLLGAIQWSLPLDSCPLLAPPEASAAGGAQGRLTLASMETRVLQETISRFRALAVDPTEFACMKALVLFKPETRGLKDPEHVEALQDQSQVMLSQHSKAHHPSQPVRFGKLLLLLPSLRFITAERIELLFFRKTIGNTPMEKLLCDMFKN
m5-HT2A agonist: mouse HTR2A agonism via beta-arrestin recruitment | P35363 | hit rate 0.66% among 360,000 | CHO-K1 mHTR2A beta-arrestin complementation, luminescence; percent of 30 µM serotonin response | activation, % at 7.6 µM;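 active = activation above a run cutoff, the mean activation of all tested compounds plus 3 SD, cut at about 14% in these data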;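 note: 0% = plate median of compound wells and 100% = 30 µM serotonin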
Target sequence (P35363 whole entry, looked up): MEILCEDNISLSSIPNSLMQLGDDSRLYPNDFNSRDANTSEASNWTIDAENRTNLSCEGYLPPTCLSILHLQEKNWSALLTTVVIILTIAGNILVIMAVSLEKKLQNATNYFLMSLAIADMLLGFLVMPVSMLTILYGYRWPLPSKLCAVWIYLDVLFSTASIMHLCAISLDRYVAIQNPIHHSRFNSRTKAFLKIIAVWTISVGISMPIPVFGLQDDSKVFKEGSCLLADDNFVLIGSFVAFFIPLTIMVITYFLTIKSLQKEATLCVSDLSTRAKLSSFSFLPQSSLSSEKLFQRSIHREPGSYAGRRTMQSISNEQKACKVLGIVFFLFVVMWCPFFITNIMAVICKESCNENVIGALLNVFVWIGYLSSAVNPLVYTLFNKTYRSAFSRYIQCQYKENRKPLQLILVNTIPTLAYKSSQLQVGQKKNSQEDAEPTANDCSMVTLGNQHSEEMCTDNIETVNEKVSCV
iPSC survival up: hiPSC single-cell survival enhancement. ATPlite luminescence; 100% = ROCK inhibitor wells, 0% = DMSO. survival enhancement, % at 20 µM. hit rate 0.044% among 360,000. AID 602274; in the data active = survival enhancement above about 18%;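 note: cells exposed to compounds for 16 hours before the ATP read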
NR2E3 ag-2: NR2E3 (human) agonism; Q9Y5X4; GST-NR2E3/biotin-RetCOR TR-FRET, 1536-well; inhibition of corepressor binding, % at 4.78 µM; hit rate 0.12% among 320,000; AID 2300;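 active = percent inhibition above the cutoff of mean plus 3 SD of all tested compounds, set per screening campaign, cut at about 20% in these data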;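 note: 0% = DMSO wells and 100% = biotin wells as full block of FRET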
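System: GST-NR2E3 and biotin-RetCOR proteins; probe or stimulus: 7 nM biotin-RetCOR; doses: compound at 4.8 µM, single dose; schedule: Compound–protein incubation for 5 h at 4 °C; detection: time-resolved FRET; read-out: percent inhibition; controls: biotin wells as high control, 0.6% DMSO wells as low control; format: 1536-well plates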
PDI turbidity: PDI (human) enzyme inhibition | AID 588391 | inhibition, % at 10 µM | PDI insulin aggregation turbidity, A650, 90 min | hit rate 0.052% among 350,000;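 active = mean inhibition across replicates of 30% or more, whatever share of single replicates reach that level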;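 note: absorbance from insulin aggregation driven by PDI reduction with DTT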
HIF-2a inh: blocks HIF-2a reporter activity | 786-0 RCC cells HIF-2a reporter, luciferase luminescence, overnight | inhibition, % at 18.8 µM | hit rate 0.72% among 360,000 | AID 624352;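 active = inhibition of the luminescence signal of 40% or more relative to plate controls, in a single-dose primary screen at 18.75 µM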
CaV13 FRET inh: Disruptors of the CACNA1D IQ motif to Ca2+-dependent inactivation inhibitor domain association, primary screening, Förster resonance energy transfer in intact living …; HEK cells, CFP/YFP FRET ICDI-IQ, plate reader, 10 min; percent FRET-ratio fall versus neutral wells; inhibition, % at 12.3 µM; hit rate 0.098% among 340,000;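 active = mean replicate inhibition of at least 30% and at least 1% of replicates passing that level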;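 note: 0% = median of the neutral control wells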
Peg3 promoter: reduces Peg3 promoter-driven luciferase expression in HeLa. HeLa PEG-Prom luciferase reporter, luminescence, overnight. AID 588405. inhibition, % at 20 µM. hit rate 1.7% among 360,000;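 active = inhibition of at least 50% at 20 µM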
Cardio protect: protects H9c2 cardiomyocytes from peroxide injury. hit rate 0.63% among 360,000. protection from H2O2 cell death, % at 20 µM. H2O2 injury protection, ATPLite, 2 h;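 active = compounds giving at least 50% protection of heart cells from peroxide-induced death in the single-dose screen, raw or plate-pattern-corrected value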;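 note: 0% = DMSO wells with peroxide and 100% = DMSO wells without peroxide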
An asterisk follows results filed as active; . = not tested or not shown.

SMILES | Shn3 3UTR inh | MITF TRPM1 inh | NR2E3 ag-1 | m5-HT2A agonist | iPSC survival up | NR2E3 ag-2 | PDI turbidity | HIF-2a inh | CaV13 FRET inh | Peg3 promoter | Cardio protect
COc1cc(C(CC(=O)Nc2cc(C)ccn2)N2Cc3ccccc3C2=O)cc(OC)c1OC (stereo unspecified) | -19 | -3 | -33 | 1 | -0.6 | 2 | -3 | 13 | -3 | -3 | 7
COc1ccc(NC(=S)NNC(=O)CNc2ccc(Cl)cc2)cc1 | 8 | -9 | -12 | -3 | 2.3 | -5 | -6 | 26 | -7 | 8 | 2
CCn1nc(C(=O)Nc2nc3ccccc3[nH]2)c2ccccc2c1=O | -14 | -11 | -18 | 1 | 1.1 | 0 | -3 | -51 | -4 | -9 | 16
CN(Cc1ccccc1)C(=O)COC(=O)c1ccc2ccccc2n1 | -3 | 12 | -4 | -2 | -1.8 | 4 | -6 | 14 | 1 | 1 | -4
CCn1c(=O)c2ccccc2n2c(SCC(N)=O)nnc12 | -10 | 0 | -24 | -3 | -0.1 | 0 | -1 | 14 | -3 | 4 | -1
NC(=O)/C(N=Nc1ccccc1)=N/Nc1ccccc1 | -18 | -1 | -29 | 2 | -2.2 | 1 | 3 | -42 | -11 | -29 | -1
CCOC(=O)C1(C)CCCCCN1C(=O)c1ccc(OC)c(C(F)(F)F)c1 (stereo unspecified) | 12 | . | -23 | -4 | 6.7 | . | 11 | -7 | -4 | 9 | -3
S=c1sc2c(N3CCN(Cc4ccccc4)CC3)ncnc2n1-c1ccccc1 | 18 | 2 | -16 | -3 | 0.9 | -1 | -9 | 9 | -5 | 14 | -16
CCOc1cnc(-c2ccc(OC)cc2)o1 | -59 | -86 | -92 | -2 | -0.5 | 2 | -3 | -246 | . | -246 | -14
COc1ccc2[nH]cc(/C=C/C(=O)c3ccccc3)c2c1 | -91 | -85 | -143 | -9 | 0.2 | -2 | -6 | -344 | -47 | -345 | -3
COc1cc(C)c(Cl)cc1S(=O)(=O)n1ccnc1 | -5 | -5 | -16 | 0 | 2.1 | 4 | -1 | 10 | -5 | 13 | 3
COC(=O)Cn1c(=NC(=O)CSCC(=O)Nc2cc(C)on2)sc2cc(C(=O)OC)ccc21 | -1 | . | -6 | 0 | -0.5 | 0 | . | 1 | -7 | -2 | 15
C#Cc1ccc([C@@H]2C=C(C(=O)NC3CC3)O[C@H](OCc3ccc(CO)cc3)C2)cc1 | -6 | -11 | -22 | 4 | 2.2 | 4 | -1 | -21 | -5 | -15 | 0
COc1ccc(CC(N)c2csc(Nc3ncccn3)n2)cc1 (stereo unspecified) | 20 | . | -6 | 1 | -0.4 | . | 4 | -28 | -6 | -1 | 17
C=CCOc1ccc(C2/C(=C(/O)c3ccc4c(c3)CC(C)O4)C(=O)C(=O)N2CCCN2CCOCC2)cc1 (stereo unspecified) | -1 | 6 | -12 | 4 | 0.3 | 2 | 12 | -21 | -4 | -2 | -2
COCc1nnc(NS(=O)(=O)c2ccc([N+](=O)[O-])cc2)s1 | -9 | -3 | -5 | 5 | 0.8 | -2 | 6 | 6 | -6 | 4 | 4
N#Cc1ccc(-c2cccnc2)nc1SCc1ccc(Cl)c(Cl)c1 | 1 | -3 | -30 | -3 | -0.8 | . | 5 | 1 | -20 | 7 | -4
CC(C)c1cc(Br)ccc1OCCCN1C(=O)NC(C)(C)C1=O | -9 | -2 | 26 | -3 | -1.4 | -1 | 1 | 30 | -4 | 22 | -2
Cc1ccc(OCC(=O)Nc2c(C)ccc3nsnc23)cc1 | 0 | -14 | -4 | 1 | -0.3 | -1 | -4 | 2 | -7 | 12 | 1
COc1ccc(C(=O)Nc2ccccc2C(=O)Nc2cccc(C)n2)cc1 | -37 | -32 | -50 | -3 | 0.2 | 1 | 2 | -119 | -6 | -124 | -4
CCN(C1CCCCC1)S(=O)(=O)c1ccc(S(=O)(=O)N(CC(=O)Nc2ccccc2)C2CC2)cc1 | 6 | 5 | 4 | -3 | -1.0 | -5 | 0 | -26 | -8 | -1 | 5
Cc1ccc(Cn2c3ccccc3c3cn[nH]c(=O)c32)cc1 | 18 | 6 | -11 | -8 | -1.1 | 6 | -11 | 35 | -6 | 22 | -11
CCOc1ccc2[nH]c3c(c2c1)CNCC3 | 8 | -4 | 2 | -3 | -0.6 | 0 | 2 | 13 | -21 | 4 | 4
O=C1NN(c2ccccc2)C(=O)/C1=C/c1ccc(Sc2cccc3ccccc23)o1 | 5 | -8 | -15 | -2 | 4.4 | 12 | -17 | -11 | -3 | -19 | -8
CC(=O)Nc1ccc2c(c1)nc(CCNC(=O)c1ccco1)n2C | 24 | 9 | -8 | -2 | 0.0 | -2 | 6 | 5 | -5 | 3 | -4
COc1cc(CNc2ncnc3c2ncn3[C@H]2CN(Cc3ccc(C(=O)O)cc3)C[C@@H](CO)O2)cc(OC)c1OC | 1 | . | 8 | -6 | -0.1 | . | -2 | 6 | -6 | -4 | 2
O=C1NCCn2ccc(=O)cc21 | -1 | -3 | -11 | 6 | -0.6 | 1 | -4 | 15 | -2 | 2 | 2
Cc1cccc(NS(=O)(=O)c2cc3c(cc2C)NC(=O)CO3)c1 | 6 | . | 6 | 7 | 3.3 | 0 | . | 8 | -10 | 8 | -1
Cc1ccc(/C=N/NC(=O)c2cc(C)oc2C)cc1 | -65 | . | -64 | -4 | -0.6 | -4 | 3 | -220 | -20 | -142 | -11
COc1ccc(/C=N/Nc2nc(Nc3ccccc3)nc(N3CCCCC3)n2)c(OC)c1 | 17 | -3 | -7 | -8 | 0.6 | 2 | -4 | -18 | -5 | -20 | -7
Cc1cc(C)c(C(N)=O)c(NC(=O)Nc2ccccc2)n1 | 8 | 7 | 1 | 0 | -0.9 | 0 | -8 | 16 | -6 | -14 | -3
CCN(C(=O)CSc1nc(N)cc(=O)[nH]1)C1CCS(=O)(=O)C1 (stereo unspecified) | -1 | 2 | -15 | -2 | -0.4 | 4 | 6 | 8 | -5 | 0 | 2
COc1ccc(F)cc1S(=O)(=O)n1cc(C)nc1-c1ccccc1 | -14 | -7 | -21 | 0 | -2.7 | 3 | 6 | 12 | . | 1 | 10
COc1ccc(CC/C(C)=N\NC(N)=O)cc1 | -21 | -7 | -12 | 0 | -2.2 | -1 | 5 | 7 | -14 | -11 | 1
COc1ccc(C(=O)OCC(=O)NCCN2C(=O)CSC2=O)cc1 | -19 | 9 | -11 | 0 | 0.0 | 2 | -4 | -2 | -7 | -5 | 3
Cc1ccc(OCCCN(C)C)c(Br)c1 | -3 | -2 | 2 | 2 | -1.0 | -1 | -4 | 12 | . | 0 | -10
CCc1noc(C)c1C(=O)Nc1ccc(C)c(S(=O)(=O)N2CCCCCC2)c1 | 26 | 23 | -11 | -3 | -0.5 | -3 | 2 | 13 | -7 | 16 | -1
COc1ccc(C(=O)OCC(O)COC(=O)c2ccc(OC)cc2)cc1 | . | . | -22 | 0 | -0.1 | 1 | 1 | 8 | 8 | 15 | -1
NC(=O)CSc1nnc(-c2ccoc2)o1 | 4 | -10 | -10 | 0 | -2.9 | 1 | 0 | 21 | -4 | 15 | 1
O=S(=O)(c1ccccc1)N(Cc1ccccc1)c1ccccn1 | 7 | -8 | 4 | 3 | -1.7 | 1 | 6 | 9 | . | 6 | -3

Exported tab-delimited: entries from further up.
mol	Shn3 3UTR inh	MITF TRPM1 inh	NR2E3 ag-1	m5-HT2A agonist	iPSC survival up	NR2E3 ag-2	PDI turbidity	HIF-2a inh	CaV13 FRET inh	Peg3 promoter	Cardio protect
Cc1ccc(Cn2c3ccccc3c3cn[nH]c(=O)c32)cc1	18	6	-11	-8	-1.1	6	-11	35	-6	22	-11
O=S(=O)(c1ccccc1)N(Cc1ccccc1)c1ccccn1	7	-8	4	3	-1.7	1	6	9	.	6	-3

Additional records
SMILES | Shn3 3UTR inh | MITF TRPM1 inh | NR2E3 ag-1 | m5-HT2A agonist | iPSC survival up | NR2E3 ag-2 | PDI turbidity | HIF-2a inh | CaV13 FRET inh | Peg3 promoter | Cardio protect
Cn1c(=O)c2c(SCc3ccccn3)nc(CC(C)(C)C)nc2n(C)c1=O | 20 | -23 | -4 | -4 | -2.7 | 1 | . | 2 | -7 | 7 | 3
CCS(=O)(=O)C(=C1Nc2ccccc2N1)S(=O)(=O)CC | 15 | 18 | 7 | 6 | 0.0 | 1 | -4 | 12 | . | 14 | 2
CCOC(=O)c1sc2ncn(/N=C/c3ccc(O)cc3)c(=O)c2c1C | 10 | -5 | -12 | 2 | 0.0 | 1 | -3 | -44 | -5 | -39 | -14
COC(=O)c1ccc(/C=N/NC(=O)c2ccccc2Cl)cc1 | -15 | -25 | -6 | 6 | 0.5 | 3 | 5 | -67 | -2 | -50 | 5
Cn1cnnc1Sc1ccc(C(F)(F)F)cc1[N+](=O)[O-] | 2 | -8 | -21 | 5 | 0.7 | 1 | -10 | 9 | -5 | 19 | 0
Cc1nc2ccccc2c(=O)n1-c1ccc(NS(=O)(=O)c2ccccc2)cc1 | -15 | -1 | -1 | 15* | -0.4 | -1 | -4 | 7 | -7 | 19 | -2
Cc1sc2ncnc(NCc3cccnc3)c2c1C | 33 | 5 | -1 | 4 | -2.4 | 2 | 17 | 2 | -5 | 15 | -22

An excerpt from further up:
SMILES | Shn3 3UTR inh | MITF TRPM1 inh | NR2E3 ag-1 | m5-HT2A agonist | iPSC survival up | NR2E3 ag-2 | PDI turbidity | HIF-2a inh | CaV13 FRET inh | Peg3 promoter | Cardio protect
Cc1nc2ccccc2c(=O)n1-c1ccc(NS(=O)(=O)c2ccccc2)cc1 | -15 | -1 | -1 | 15* | -0.4 | -1 | -4 | 7 | -7 | 19 | -2
Cc1sc2ncnc(NCc3cccnc3)c2c1C | 33 | 5 | -1 | 4 | -2.4 | 2 | 17 | 2 | -5 | 15 | -22

Structures shown so far that contain a Cl atom, in the order listed:
SMILES | Shn3 3UTR inh | MITF TRPM1 inh | NR2E3 ag-1 | m5-HT2A agonist | iPSC survival up | NR2E3 ag-2 | PDI turbidity | HIF-2a inh | CaV13 FRET inh | Peg3 promoter | Cardio protect
COc1ccc(NC(=S)NNC(=O)CNc2ccc(Cl)cc2)cc1 | 8 | -9 | -12 | -3 | 2.3 | -5 | -6 | 26 | -7 | 8 | 2
COc1cc(C)c(Cl)cc1S(=O)(=O)n1ccnc1 | -5 | -5 | -16 | 0 | 2.1 | 4 | -1 | 10 | -5 | 13 | 3
N#Cc1ccc(-c2cccnc2)nc1SCc1ccc(Cl)c(Cl)c1 | 1 | -3 | -30 | -3 | -0.8 | . | 5 | 1 | -20 | 7 | -4
COC(=O)c1ccc(/C=N/NC(=O)c2ccccc2Cl)cc1 | -15 | -25 | -6 | 6 | 0.5 | 3 | 5 | -67 | -2 | -50 | 5

Assay outcomes as filed in PubChem.
